Screening results from PubChem BioAssay.
MBD2 DNA inh: inhibitors of MBD2 binding to methylated DNA, primary screen, biochemical, TR-FRET, DNA-binding domain, human; AID 686964, 2013; Methyl-CpG-binding domain protein 2 (Homo sapiens), Q9UBB5; MBD2 binding to methylated oligonucleotide; inhibition, % at 4.4 µM; hit rate 0.31% among 370,000; in the data active means inhibition above about 13%
PLC-gamma1 inh: PLC-gamma1 enzyme inhibitors, primary screen, biochemical, fluorescence, purified enzyme | 1-phosphatidylinositol 4,5-bisphosphate phosphodiesterase gamma-1 (Homo sapiens), P19174 | fluorogenic substrate | inhibition, % at 12.2 µM | hit rate 0.84% among 370,000 | AID 720700, 2013; in the data active means inhibition above about 9.5%
ADAM17 inh: ADAM17 inhibitors, primary screen, biochemical, QFRET | Disintegrin and metalloproteinase domain-containing protein 17 (Homo sapiens), P78536 | recombinant ADAM17, EDANS/DABCYL FRET peptide cleavage | inhibition, % at 6.95 µM | hit rate 0.83% among 370,000;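 active means inhibition above the mean of compounds lying between control limits plus 3 SD, set per campaign, cut at about 8.5% in these data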;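 further: 0% = DMSO-only wells as the low control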
DAX1 inh-1: DAX1 (NR0B1) inhibitors, primary screen, cell-based, HEK293, Gal4-DAX1, luciferase luminescence | AID 504766, 2011 | HEK293 Gal4-DAX1 luciferase reporter | Nuclear receptor subfamily 0 group B member 1 (Homo sapiens), P51843 | inhibition, % at 6.75 µM | hit rate 0.99% among 340,000;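 active means inhibition above the mean over all tested compounds plus 3 SD, cut at about 4.2% in these data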;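 further: 0% = DAX1-transfected cells with DMSO and 100% = empty-vector control cells with DMSO; inhibition shows as a rise in luminescence from relieved DAX1 repression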
Target sequence (P51843 207-470 limits assumed): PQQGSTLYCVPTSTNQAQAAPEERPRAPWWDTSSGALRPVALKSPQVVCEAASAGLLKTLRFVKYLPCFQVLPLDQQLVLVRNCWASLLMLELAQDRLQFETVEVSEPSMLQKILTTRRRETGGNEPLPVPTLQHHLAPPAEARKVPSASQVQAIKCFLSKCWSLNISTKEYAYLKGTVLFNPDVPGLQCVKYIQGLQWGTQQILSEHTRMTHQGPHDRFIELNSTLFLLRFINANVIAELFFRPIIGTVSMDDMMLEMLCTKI
Rev-erbA mod: modulators of Rev-erb alpha DNA binding, primary screen, biochemical, FITC-DNA, fluorescence polarization, uHTS. hit rate 0.79% among 370,000. Rev-erbα–FITC-DNA binding, 90 min. AID 1259318, 2017. activity, % at 10 µM. Nuclear receptor subfamily 1 group D member 1 (Homo sapiens), P20393;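 active means activity above about 14%, limit read from the data; passing the limit was not always enough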;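 further: 0% = DMSO wells with 35 nM protein and 100% = DMSO wells with 750 nM protein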
Target sequence (P20393 whole entry, looked up): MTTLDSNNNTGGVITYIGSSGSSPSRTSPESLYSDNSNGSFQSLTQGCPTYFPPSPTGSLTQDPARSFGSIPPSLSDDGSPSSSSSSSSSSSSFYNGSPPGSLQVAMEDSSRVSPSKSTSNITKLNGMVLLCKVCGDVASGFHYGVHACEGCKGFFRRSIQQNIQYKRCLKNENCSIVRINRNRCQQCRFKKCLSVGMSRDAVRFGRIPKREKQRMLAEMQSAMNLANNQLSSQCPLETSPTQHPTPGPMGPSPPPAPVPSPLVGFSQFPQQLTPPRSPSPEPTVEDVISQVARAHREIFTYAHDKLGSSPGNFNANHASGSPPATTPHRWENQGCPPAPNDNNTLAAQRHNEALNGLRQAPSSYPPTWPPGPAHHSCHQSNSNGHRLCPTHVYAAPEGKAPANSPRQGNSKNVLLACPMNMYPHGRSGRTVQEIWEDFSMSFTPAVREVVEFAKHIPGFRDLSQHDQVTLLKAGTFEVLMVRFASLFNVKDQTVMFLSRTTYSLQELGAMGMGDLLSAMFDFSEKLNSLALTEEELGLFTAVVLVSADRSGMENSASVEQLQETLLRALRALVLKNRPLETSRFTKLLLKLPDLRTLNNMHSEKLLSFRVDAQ
hcDAF-12 act: H. contortus DAF-12 nuclear receptor activators, primary screen, cell-based, luminescence, HEK293, lit1-tk-luc reporter | activation, % at 6.8 µM | AID 652067, 2013 | HEK293 hcDAF-12 lit1-tk-luc reporter; 0% DMSO, 100% Δ7-dafachronic acid | hit rate 1.4% among 370,000;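 active means activation above the mean of all tested compounds plus 3 SD, cut at about 5.5% in these data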;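 further: 100% = response to 3 µM Δ7-dafachronic acid high control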
DAX1 inh-2: DAX1 (NR0B1) inhibitors on StAR promoter, primary screen, cell-based, luminescence, SF-1 (NR5A1), full-length DAX-1; hit rate 1.1% among 370,000; inhibition, % at 6.8 µM; HEK293T StAR-luciferase reporter, SF-1/DAX-1 repression relief; AID 652010, 2013;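 active means inhibition above the mean over all tested compounds plus 3 SD, cut at about 3.6% in these data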;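 further: 0% = DAX-1 cells with DMSO and 100% = cells lacking DAX-1 with DMSO; higher inhibition means more luminescence from relief of DAX-1 repression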
hgDAF-12 ag: H. glycines DAF-12 receptor agonists, primary screen, cell-based, luminescence, HEK293, GAL4 fusion, UAS-luciferase; Nuclear hormone receptor DAF-12 (Heterodera glycines), GAL4 fusion; HEK293 GAL4-hgDAF12 UAS-luciferase reporter, agonist luminescence; normalized to butyrate control; activation, % at 6.8 µM; hit rate 1.8% among 370,000; AID 687014, 2013;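 active means activation above a cutoff set at the mean of all screened compounds plus 3 SD, cut at about 10% in these data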;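 further: 0% = DMSO wells and 100% = sodium butyrate wells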
PLC-beta3 inh: human PLC-beta3 inhibitors, primary screen, biochemical, fluorescence; inhibition, % at 12.2 µM; hit rate 0.18% among 370,000; Purified PLC-beta3, fluorogenic substrate; in the data active means inhibition above about 11%;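 further: 0% = median of compound wells on plate and 100% = full blocker control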
ssDAF12 agonist: S. stercoralis DAF-12 nuclear receptor activators, primary screen, cell-based, luminescence, HEK293, GRIP1 co-expression, lit1-tk-luc; AID 652126, 2013; activation, % at 6.8 µM; HEK293 ssDAF-12/GRIP1 lit1-tk-luc reporter; % of 3 µM dafachronic acid response; Nuclear hormone receptor DAF-12 (Strongyloides stercoralis); hit rate 1% among 370,000;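 active means activation above the mean over all tested compounds plus 3 SD, cut at about 0.9% in these data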;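 further: 0% = DMSO-only wells and 100% = 3 µM delta7-dafachronic acid wells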
SMARCA2 act: SMARCA2 (BRM) function activators, primary screen, cell-based, luminescence, high throughput. hit rate 1% among 370,000. AID 652017, 2013. activation, % at 9.1 µM. MG213 cells, MMTV-luciferase reporter, dexamethasone, overnight; in the data active means activation above about 7.8%;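 further: 0% = vehicle wells and 100% = reference activator wells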
* marks the source's active call; other numbers are inactive results; x = not tested or not shown. Random draw from the library. Share with any hit: about 7.4%.

SMILES	MBD2 DNA inh	PLC-gamma1 inh	ADAM17 inh	DAX1 inh-1	Rev-erbA mod	hcDAF-12 act	DAX1 inh-2	hgDAF-12 ag	PLC-beta3 inh	ssDAF12 agonist	SMARCA2 act
Cc1ccc(C)c(CN2CCCN(Cc3cc(C)ccc3C)S2(=O)=O)c1	1	0	-2	-1.0	2	-1.1	0.2	-1.9	-4	-1.1	0
CN(C)Cc1c(C(=O)N/N=C/C2CC=CCC2)nnn1-c1nonc1N (stereo unspecified)	-2	1	0	-0.4	-6	-1.1	0.1	-0.3	-2	-1.2	-2
CC(C)=CCc1c(O)cc(O)c2c1OC(c1ccc(O)cc1)CC2=O (stereo unspecified)	6	0	8	-0.5	-8	-1.3	-1.0	-4.6	3	-1.5	0
Cc1ccc(C2NC(=NCc3ccccc3)Nc3nc(C)cc(=O)n32)cc1 (stereo unspecified)	-4	3	-1	1.5	-7	-0.2	-0.1	-1.4	-2	-1.2	0
Cc1sc(NC(=O)CN(Cc2ccccc2)C(=O)C(C)C)c(C(N)=O)c1C	2	1	0	-3.2	-5	-3.1	-0.9	1.3	1	-2.1	4
CCN(CC(=O)Nc1ccc(OC)cc1)C(=O)c1ccc(Cl)c(S(=O)(=O)N2CCCC2)c1	-6	1	0	-0.1	-1	-2.0	-0.7	-1.6	-2	-1.7	-3
Cc1ccc(S(=O)(=O)n2nc(OC(=O)c3c(F)cccc3Cl)cc2N)cc1	0	4	5	-0.6	0	-0.1	-0.1	-3.5	-4	-0.9	4
CCN(CC)CCCn1c(=S)[nH]c2cc(C(=O)OC)ccc2c1=O	4	-118	-75	1.3	-2	-1.4	-0.1	-2.7	-173	-1.6	-2
O=C(Cc1cccs1)Nc1ccc(Cl)c(S(=O)(=O)N2CCOCC2)c1	2	-3	-3	-2.0	2	-1.2	-4.0	-0.5	-7	-1.8	-3
CC1CN(C(=O)CSc2nc(N)cc(N)n2)CC(C)O1 (stereo unspecified)	-3	1	0	1.0	-9	-1.8	-1.5	-0.9	-7	-1.2	-1
O=C(Cn1cnc2c(nnn2-c2ccc(F)cc2)c1=O)NCC1CCCO1 (stereo unspecified)	-4	3	3	-0.2	8	-2.5	0.0	-3.2	1	-1.8	5
Cc1ccccc1C(=O)c1cccn1CC(=O)NC(C)c1ccccc1 (stereo unspecified)	-3	0	1	0.5	7	-0.6	0.4	1.9	-5	-0.7	-1
Cc1ccc(S(=O)(=O)NNC(=O)C2COc3ccccc3O2)cc1C (stereo unspecified)	4	-1	-2	2.8	1	0.9	-0.1	1.0	-9	0.1	0
CCOc1ncccc1C(=O)NCc1ccccc1Cl	0	-1	-2	5.7*	3	-0.9	0.0	0.8	0	-2.1	0
O=C(COC(=O)c1cccc(C(=O)OCC(=O)NC2CC2)n1)NC1CC1	-3	0	-2	2.1	0	-1.3	-0.6	-2.2	2	-1.4	-1
O=C(Nc1ccccc1)OCCN1CCCC12CCC(c1ccccc1)CC2 (stereo unspecified)	6	5	-9	x	-6	-0.8	x	3.5	-2	-1.0	x
Cc1ccccc1C(=O)NC1CCN(C(=O)NCc2ccccc2)CC1	3	0	-1	0.7	3	1.8	-0.3	-2.1	2	-1.1	0
CCN(C(=O)CSc1nnnn1C)C1CCS(=O)(=O)C1 (stereo unspecified)	5	1	-4	1.6	2	0.7	-4.4	1.9	-4	0.5	0
COc1ccc(N2C(=O)c3ccccc3NC(=O)C2C(=O)NCC(C)C)cc1 (stereo unspecified)	4	-1	-6	x	-4	-0.2	1.5	-1.4	-1	-1.2	-2
COc1cccc(/C=N/Nc2ccc([N+](=O)[O-])cc2)c1O	-3	-35	2	2.1	9	7.3*	1.2	25*	-50	0.8	4

Records above marked active in hcDAF-12 act.
Compound	MBD2 DNA inh	PLC-gamma1 inh	ADAM17 inh	DAX1 inh-1	Rev-erbA mod	hcDAF-12 act	DAX1 inh-2	PLC-beta3 inh	ssDAF12 agonist	SMARCA2 act
COc1cccc(/C=N/Nc2ccc([N+](=O)[O-])cc2)c1O	-3	-35	2	2.1	9	7.3*	1.2	-50	0.8	4

Further entries:
SMILES	MBD2 DNA inh	PLC-gamma1 inh	ADAM17 inh	DAX1 inh-1	Rev-erbA mod	hcDAF-12 act	DAX1 inh-2	hgDAF-12 ag	PLC-beta3 inh	ssDAF12 agonist	SMARCA2 act
COC(=O)/C(C(C)=O)=C(\C=C\N(C)C)N(C)C	-1	-1	-2	2.3	-7	2.4	-0.2	-0.1	3	-1.5	0
COCCN1C(=O)C2=C(C1=O)C1N(C)c3ccccc3[C@@]13C[C@@H](CO)N(C(C)=O)C3=N2 (stereo partly specified)	3	0	-5	x	0	1.7	-0.1	-2.9	2	-1.2	-1
Cc1ccc(OCCC(=O)OCC(=O)C(C)(C)C)cc1	1	2	-6	-0.2	-1	-1.3	0.8	-1.5	1	-1.4	-5
Cc1csc(NC(=O)CSc2nnc(-c3ccoc3C)n2CCc2ccccc2)n1	-1	0	0	0.9	-4	-1.1	-1.0	-4.7	3	-1.5	-3
C/C(O)=C/c1nc2ccccc2[nH]c1=O	-8	-15	-14	1.2	-2	-1.6	0.0	4.1	-20	-1.8	0
COc1ccc(C(=O)NN/C(C)=C/C(=O)C(F)(F)C(F)(F)C(F)(F)F)cc1	4	0	-2	1.1	0	-0.6	0.2	2.2	0	-0.6	0
CC(C)C(=O)Nc1cccc(NC(=S)NC(=O)c2ccc(Cl)cc2)c1	-5	-1	0	-1.1	4	-1.8	-1.8	0.8	-2	-1.8	-3
COc1ccc(CC(=O)N/N=C/C=C/c2ccc3c(c2)OCO3)cc1OC	-2	-30	-27	x	-7	-0.3	-0.1	0.2	-47	-1.0	-5
CCN(CC)CCn1c(N)c(S(=O)(=O)c2ccccc2)c2nc3ccccc3nc21	-2	-281	-322	0.4	-3	-1.2	0.1	-0.6	-275	-1.0	2
O=c1[nH]nc(Cc2ccc3ccccc3n2)c2ccccc12	-4	0	1	0.9	1	6.5*	1.5	3.7	2	1.0*	4
COc1cccc(CNc2nc(NC(C)C)nc3ccsc23)c1OC	2	4	-7	x	3	-2.5	-3.8	-5.4	-1	-1.7	-8
CCC1(C)Cc2c(sc3nnn(Cc4ccccc4Cl)c(=O)c23)CO1 (stereo unspecified)	-2	3	3	-1.1	-1	-1.8	-1.0	-3.2	0	-2.0	-3
OC(CNCCc1ccc(Cl)cc1)COc1ccc2ccccc2c1 (stereo unspecified)	1	1	-3	-0.5	0	-1.3	-0.2	6.2	-4	-1.2	1
COc1ccc(C2N(C(=O)N3CCOCC3)CCN2S(=O)(=O)c2ccc(C)cc2)cc1 (stereo unspecified)	5	-1	-3	-0.2	2	-0.3	-0.2	-1.1	2	-1.6	-2
COC(=O)CNC(=O)C(C)(C)Oc1ccc(Cl)cc1	1	0	-1	2.0	-1	-1.4	-0.5	-0.7	3	-1.2	5
Cn1nc(C(=O)NCC(=O)Nc2ccc(F)c(F)c2F)c2ccccc2c1=O	-3	2	0	0.4	1	0.7	-0.4	1.3	-6	-1.0	-2
O=C(NCc1ccc2c(c1)OCO2)C1CC(=O)N(CCc2ccc(Cl)cc2)C1 (stereo unspecified)	-1	-2	-3	2.3	3	1.0	-0.2	0.7	-4	0.4	2
CC(=O)N1CCN(c2ccc(NC(=O)/C=C/c3ccccc3)cc2)CC1	-5	1	1	-1.7	-9	-1.3	-0.2	5.6	3	-1.9	-2
COC(=O)c1cc2c(ccn2-c2ccc(F)cc2)n1CC(=O)N1CCN(C(=O)c2ccco2)CC1	1	-29	-17	1.0	1	-2.9	-1.1	-0.6	-34	-1.1	1
O=C(Cc1csc(NC(=O)c2ccc(F)cc2)n1)NO	-2	3	0	-2.8	6	-0.1	0.5	4.5	-7	-1.2	5
O=C(CSc1nnnn1-c1ccccc1)NCc1cccs1	2	-1	-3	1.6	0	0.9	0.4	4.5	1	-0.8	0
O=C(CC(c1ccccc1)c1ccco1)Nc1nccs1 (stereo unspecified)	-1	-2	-4	0.7	-3	-2.8	-0.3	3.8	-3	-1.7	-1
CC(C)Nc1ncnc2c1ncn2[C@H]1CN(Cc2ccncc2)C[C@@H](CO)O1	2	1	-2	x	-1	-0.2	-0.2	0.7	0	-0.6	-1
COC(=O)[C@]12C[C@H](CC(=O)NCC3CCCCC3)C(=O)N(Cc3ccco3)C1=C[C@H](C1CCCC1)O[C@@H]2C	1	0	1	x	-2	-0.8	-0.9	-2.2	4	-0.1	-3
CC(C)[C@H]1COCCS(=O)(=O)N1Cc1ccc(Cl)cc1	-5	0	-1	0.4	3	-1.4	-0.5	-0.1	-3	-0.9	2
Cc1ccc(/C=N/NC(=O)c2c(C)nc3ccc(Cl)cn23)cc1	-9	3	1	x	-7	0.8	-0.5	-0.2	-5	-1.4	5

Arranged by count of non-hydrogen atoms (falling): some entries from above.
SMILES	MBD2 DNA inh	PLC-gamma1 inh	ADAM17 inh	DAX1 inh-1	Rev-erbA mod	hcDAF-12 act	DAX1 inh-2	hgDAF-12 ag	PLC-beta3 inh	ssDAF12 agonist	SMARCA2 act
COC(=O)[C@]12C[C@H](CC(=O)NCC3CCCCC3)C(=O)N(Cc3ccco3)C1=C[C@H](C1CCCC1)O[C@@H]2C	1	0	1	x	-2	-0.8	-0.9	-2.2	4	-0.1	-3
Cc1ccc(/C=N/NC(=O)c2c(C)nc3ccc(Cl)cn23)cc1	-9	3	1	x	-7	0.8	-0.5	-0.2	-5	-1.4	5
O=C(CC(c1ccccc1)c1ccco1)Nc1nccs1 (stereo unspecified)	-1	-2	-4	0.7	-3	-2.8	-0.3	3.8	-3	-1.7	-1
